Assay outcomes: PubChem BioAssay, SRMLSC
SK-BR-3 tox 24h = SK-BR-3 proliferation inhibitors. SK-BR-3 viability, CellTiter-Glo ATP luminescence, 24 h; active compounds read low. viability, % at 10 µM. hit rate 0.47% among 41,000. AID 847;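 active = viability at or below the median of all test compounds minus 3 SD, in both replicates if run twice, cut at about 45% in these data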;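 also: 100% = median untreated cell wells and 0% = median positive control drug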
* marks the source's active call; other numbers are inactive results.

SMILES	SK-BR-3 tox 24h
CN(C)Cc1nc2c(c(=O)[nH]1)C1(CCCCC1)Cc1ccccc1-2	82
CCOC(=O)Cc1csc(NC(=O)c2csc3c2CCCC3)n1	94
COc1ccc2oc(=O)c(C(=O)O)cc2c1	104
Cc1n[nH]c(=O)nc1NCc1ccc(Cl)cc1	91
CS(=O)(=O)N1CCN(c2ccccc2NC(=O)c2cccnc2)CC1	98
Cn1c(-c2ccc(CN3CCCCC3)o2)nc2ccccc21	86
O=C(CSc1nnnn1Cc1ccccc1)Nc1ccc2c(c1)OCO2	85
CCCC(=O)NC1=C(C#N)C2(CCCC2)Cc2ccccc21	101
CCCn1cc(NC(=O)C2CC(c3cccc(Br)c3)=NO2)cn1 (stereo not drawn)	113
Cc1oc(-c2ccc(Cl)cc2)cc1-c1nn2c(-c3ccoc3C)nnc2s1	103
CCN(CC)C(C(=O)Nc1ccc2c(c1)OCO2)c1ccccc1 (stereo not drawn)	86
Cc1ccc2nc(NC(=O)C3CCN(S(=O)(=O)c4cccs4)CC3)sc2c1	84
COc1cc(/C=N/n2cnnc2)ccc1OCCOc1ccccc1	78
Cc1nc2c(sc3nc4c(cc32)COC(C)(C)C4)c(=O)n1CC(=O)NCc1ccco1	123
COc1ccc(C(=O)N2CCN(C3CCCCC3)CC2)c(OC)c1	86
O=C(Nc1ccc(C2CCCCC2)cc1)C1CCN(c2ncccn2)CC1	93
O=c1[nH]c2ccccc2nc1NCCN1CCOCC1	78
Cc1nnc(N2CCN(c3ccccc3)CC2)[nH]c1=O	78
CCN(CC)S(=O)(=O)c1ccc(-c2nnc(SCc3nnc(-c4ccc(C)cc4)o3)o2)cc1	58
COC(=O)CSc1cc(C)nc(NC(C)=O)n1	94
O=S(=O)(c1ccc(C2CCCCC2)cc1)N1CCN(c2ncccn2)CC1	83
Cc1cccc(-c2nc(C#N)c(NC3CCCCC3)o2)c1	131
O=S(=O)(c1ccccc1)N1CCN(CC(O)COc2ccc3c(c2)CCC3)CC1 (stereo not drawn)	85
O=C(C1CC1)N1CCc2cc(Br)cc(S(=O)(=O)NCc3ccccn3)c21	105
CC(C)Oc1cccc(-c2cc(C(=O)N3CCN(S(C)(=O)=O)CC3)c3ccccc3n2)c1	80

2 entries from above, with each value named.
COc1cc(/C=N/n2cnnc2)ccc1OCCOc1ccccc1
  SK-BR-3 tox 24h = 78

CS(=O)(=O)N1CCN(c2ccccc2NC(=O)c2cccnc2)CC1
  SK-BR-3 tox 24h = 98

The listing continues.
SMILES	SK-BR-3 tox 24h
CCC(C)NC(=O)CSc1nc2n[nH]c(C)c2c(=N)n1-c1ccc(OC)cc1 (stereo not drawn)	95
CSc1ccccc1NC(=O)Cn1c(-c2cscn2)nc2ccccc21	80
CCCCC(=O)Nc1ccc(F)c(Cl)c1	95
O=C1CC(c2ccc(F)cc2)C2=C(CCCC2=O)N1 (stereo not drawn)	106
O=C(CN1C(=O)c2ccccc2C1=O)OCN1C(=O)c2ccccc2C1=O	83
CCOc1ccc(-c2nn3c(-c4ccc(OC)cc4)nnc3s2)cc1	119
CCC(=NCc1ccccc1)C1=C(O)C(C(=O)OC)C(C)(C)CC1=O (stereo not drawn)	97
COc1ccc(C2C(C#N)=C(N)Oc3n[nH]c(C)c32)cc1Cn1nnc2ccccc21 (stereo not drawn)	113
CCc1ccc(NC(=O)C2CC=CCC2C(=O)O)cc1 (stereo not drawn)	98
COc1ccc(C(=O)N2CCCC(c3ccccc3)C2)cc1 (stereo not drawn)	70
CSc1ccc(CNc2ccccn2)cc1	89
CCCc1cc(=O)oc2c(CN3CCCC3)c(O)c(Cl)cc12	99
COCc1nnc(NC(=O)c2ccc(NC(=O)C(C)C)cc2)s1	96
CCOC(=O)Cc1c(C)nc2c(-c3ccccc3)c[nH]n2c1=O	81
Nc1nc(CSc2nnnn2-c2ccc(F)c(Cl)c2)nc(N2CCOCC2)n1	71
CCOc1ccc2nc(NC(=O)c3ccoc3C)sc2c1	75
N=c1c(C(=O)NCc2ccc3c(c2)OCO3)cc2c(=O)n3ccccc3nc2n1Cc1cccnc1	70
CCN(CC)c1nc2n(c(=O)n1)CCN2CC	92
Cc1ccc(C(=O)Nc2ccc(S(=O)(=O)N3CCc4ccccc4C3)cc2)o1	76
Cc1sc2ncn3ncnc3c2c1C	108
O=C(O)C1CCCCC1C(=O)Nc1ccccc1F (stereo not drawn)	87
O=C(O)CCC(=O)N(Cc1ccco1)c1nc(-c2ccccc2)cs1	103
O=S(=O)(N1CCCCC1)N1CCN(S(=O)(=O)N2CCCCC2)CC1	89
O=S(=O)(c1ccc(F)c(Cl)c1)N1CCCC1	91
O=C(NCc1ccco1)C1CC(=O)N(c2ccc(F)cc2)C1 (stereo not drawn)	98

(next part)
SMILES	SK-BR-3 tox 24h
Cc1ccc(CC(CC(=O)O)C(=O)NC2CCCCC2)cc1 (stereo not drawn)	93
COc1ccc(NCc2cc3cc(OC)ccc3[nH]c2=O)cc1	94
COc1ccc(NC(=O)C2CC(=O)NC(Nc3cccc(C)c3)=N2)cc1 (stereo not drawn)	99
COc1ccc(S(=O)(=O)N(C)CC(=O)N2CCOCC2)cc1	93
CCOc1cc(C)c(Cl)cc1S(=O)(=O)n1cnc2ccccc21	85
CC(=O)c1cc(C#N)c(SCc2ccncc2)nc1C	98
O=C(CN1CCOCC1)Nc1ccc(Oc2ccc(NC(=O)CN3CCOCC3)cc2)cc1	109
COc1ccc2c(c1)C=CC1(O2)N(CCO)c2ccccc2C1(C)C (stereo not drawn)	97
COc1ccccc1-c1cc(C(=O)Nc2c(F)cc(F)cc2Br)no1	77
Cn1c(=O)c2c(nc(SCc3cc4c(cc3Cl)OCO4)n2C)n(C)c1=O	108
O=C(/C=C/Nc1ccc(F)c(Cl)c1)c1ccco1	102
Cc1nccn1CCc1nc(N)nc(N)n1	110
COc1ccccc1OCc1nnc(SCC(=O)c2cc(Cl)ccc2OC)o1	89
Cn1c(=O)c2[nH]c(N3CCOCC3)nc2n(-c2ccccc2)c1=O	93
Nc1ccc(-c2nc3ccc(-c4nc5ccccc5o4)cc3[nH]2)cc1	83
CCC(=O)Nc1ccc(Nc2ccccc2)cc1	103
CCCS(=O)(=O)c1cn2cccc(N)c2c1S(=O)(=O)CCC	72
COCCn1c(SCC(=O)N2CCCc3ccccc32)nc2ccccc2c1=O	70
CC1=C(C(=O)Nc2ccccn2)C(c2ccccc2)n2ncnc2N1 (stereo not drawn)	64
CSc1nc2c(c(=O)[nH]c(=O)n2C)n1C/C=C(\C)Cl	94
Cc1cc(=O)oc(C)c1C(=O)NCCNC(=O)c1c(C)cc(=O)oc1C	80
C=CCN1CC2CC3(COc4cc(C)cc(C)c4)C=CC2(O3)C1=O (stereo not drawn)	115
CCOC(=O)c1nc(N)sc1C(=O)OCC	83
Cc1noc(C)c1COC(=O)c1cc2c(C)nn(-c3ccc(F)cc3)c2s1	61
O=c1c2ccccc2nc(-c2ccoc2)n1CCc1ccccc1	74

Next records.
SMILES	SK-BR-3 tox 24h
O=S1(=O)C=C(Oc2ccc(F)cc2)c2ccccc21	93
CCCC(=O)OCCn1c(Br)nc2c1c(=O)[nH]c(=O)n2C	100
O=C(CSc1nc2ccccc2[nH]1)Nc1ccccc1N1CCOCC1	82
CS(=O)(=O)N(Cc1nc2sc3c(c2c(=O)[nH]1)CCCC3)C1CCCCC1	92
CCOCCCNC(=O)C(NC(=O)CNC(C)=O)c1ccc(Cl)cc1 (stereo not drawn)	93
CCOC(=O)c1cnc(-n2nc(C)cc2C)nc1NC	114
CC(C)C(NS(=O)(=O)c1ccc2c(c1)OCCO2)C(=O)NCCc1ccccn1 (stereo not drawn)	105
O=C(CCN1C(=O)c2cccnc2C1=O)NC1CCCCCC1	80
Cn1nnc2cc(NC(=O)NCc3ccc4c(c3)OCO4)ccc21	104
O=C(NCCN1Cc2ccccc2C1=O)c1cccs1	88
C=CCSC1=C(C#N)C(c2cc(Br)c(O)c(OC)c2)CC(=O)N1 (stereo not drawn)	86
O=C(c1ccco1)N1CCN(S(=O)(=O)c2ccc3c(c2)OCCO3)CC1	88
Cc1cc(C)cc(N2CCCn3c2nc2c3c(=O)n(CC(=O)OCc3ccccc3)c(=O)n2C)c1	88
Cc1ccc(C2Nc3ccccc3C(=O)N2Cc2ccco2)cc1 (stereo not drawn)	115
C=CCc1cccc2cc(C(=O)N(C)C)c(=O)oc12	104
Cc1cc(NC(=O)CCc2ccc(C)o2)no1	85
CN(C)c1ccc(O)c2c1CC1CC3[C@@H](N(C)C)C(=O)C(C(N)=O)=C(O)[C@]3(O)C(=O)C1=C2O (stereo partly drawn)	108
O=C(CSc1nc2cc(Cl)ccc2s1)c1ccco1	72
O=C(NCc1ccc(F)cc1)c1c(O)c2cccc3c2n(c1=O)CCC3	72
CS(=O)(=O)Nn1cnc2ccccc2c1=O	101
O=C(c1ccccc1)c1cccc(NC(=O)c2ccco2)c1	107
COc1ccc2[nH]c(=O)c(CN(C(=O)c3ccncc3)C(C)(C)C)cc2c1	85
CCOC(=O)c1c(NC(=O)c2nn(CC)cc2Br)c(C#N)cn1-c1ccccc1	89
CCOC(=O)c1sc2nc(CC(=O)OC)nc(N3CCN(c4ccccn4)CC3)c2c1C	87
COc1ccc(CCNC(=O)CSc2nc(N)c3c(C)c(C)oc3n2)cc1OC	82

(next part)
SMILES	SK-BR-3 tox 24h
COc1ccc(/C=C/C2=NC(=C\N(C)C)/C(=O)O2)cc1	103
O=C(NC1CCCCC1)C1CCN(c2nccs2)CC1	92
CN(Cc1cccs1)C(=O)COc1cccc(-n2cnnn2)c1	82
COC(=O)c1cccc(NC(=O)CSc2nnnn2C)c1	80
CN1CCN(C(=O)c2cccc(COc3cc(Cl)ccc3Cl)c2)CC1	76
Fc1ccc(-c2nnc(NC3=NCCCCC3)o2)cc1	85
O=C(CNS(=O)(=O)c1cccs1)N1CCN(c2ccccn2)CC1	99
COC(=O)C1=[N+]([O-])OC(C(=O)OC)C1c1c[nH]c2ccccc12 (stereo not drawn)	112
Cc1cc(NC(=O)CCC(=O)N(Cc2ccco2)C2(C(=O)NC3CCCCC3)CCN(C)CC2)no1	92
CCS(=O)(=O)c1ccc2oc(Nc3ccccc3C)nc2c1	69
CCOC(=O)C1=C(N)OC2=C(C(=O)CC(C)(C)C2)C1c1cccnc1 (stereo not drawn)	83
COc1ccc(Oc2nc3c(c(=O)n(C)c(=O)n3C)n2Cc2cccc(OC)c2)cc1	64
CSc1cccc(NC(=O)CN(c2cc(C)ccc2C)S(C)(=O)=O)c1	68
COc1ccc(NC(=O)CN2CCC(NC(=O)C3CCCCC3)CC2)cc1	97
CC(Oc1ccccc1Cl)C(=O)N(Cc1ccco1)C1CCS(=O)(=O)C1 (stereo not drawn)	101
CCCCCn1c2nc3ccccc3nc2c2c(=O)n(CC(C)C)cnc21	89
Cc1onc(-c2ccccc2)c1C(=O)Nc1ccc2c(C)cc(=O)oc2c1	75
OCCn1c(SC2CCCCC2)nc2ccccc21	90
Cc1ccc(C)c(NC(=O)CCN2CC(C)OC(C)C2)c1 (stereo not drawn)	66
O=C(CN1CC(=O)Oc2ccccc21)OCC(=O)c1cccc(Br)c1	79
O=C(Oc1ccc2c(c1)CCC2)N1CCOCC1	93
COc1cc2c(cc1OC)C(C(=O)Nc1ccc3c(c1)OCCO3)C1c3ccccc3CCN1C2=O (stereo not drawn)	75
Cc1nn2c(=O)c(NC(=O)c3ccc(F)cc3)cnc2s1	82
COC(=O)N1CCN(c2ccc(OC)cc2)CC1	81
CCOC(=O)/C(C(N)=NCc1ccco1)=C(/O)c1ccccc1	100

Fetched by compound from above, 14 records:
SMILES	SK-BR-3 tox 24h
COc1ccc(C(=O)N2CCCC(c3ccccc3)C2)cc1 (stereo not drawn)	70
Cc1nccn1CCc1nc(N)nc(N)n1	110
Cc1onc(-c2ccccc2)c1C(=O)Nc1ccc2c(C)cc(=O)oc2c1	75
Cn1c(=O)c2[nH]c(N3CCOCC3)nc2n(-c2ccccc2)c1=O	93
COc1ccc(NC(=O)C2CC(=O)NC(Nc3cccc(C)c3)=N2)cc1 (stereo not drawn)	99
C=CCN1CC2CC3(COc4cc(C)cc(C)c4)C=CC2(O3)C1=O (stereo not drawn)	115
Cc1nnc(N2CCN(c3ccccc3)CC2)[nH]c1=O	78
O=c1c2ccccc2nc(-c2ccoc2)n1CCc1ccccc1	74
COc1ccc2[nH]c(=O)c(CN(C(=O)c3ccncc3)C(C)(C)C)cc2c1	85
Cc1sc2ncn3ncnc3c2c1C	108
C=CCSC1=C(C#N)C(c2cc(Br)c(O)c(OC)c2)CC(=O)N1 (stereo not drawn)	86
CCCCC(=O)Nc1ccc(F)c(Cl)c1	95
CCOC(=O)c1c(NC(=O)c2nn(CC)cc2Br)c(C#N)cn1-c1ccccc1	89
O=C(CSc1nc2cc(Cl)ccc2s1)c1ccco1	72

The list continues.
SMILES	SK-BR-3 tox 24h
O=C(O)/C=C/c1ccc(O)c(O)c1	114
COc1ccccc1N1CCN(CCCCOc2ccc(F)cc2)CC1	70
COc1ccc(S(=O)(=O)NC2CCCC2)cc1Br	104
CC(=O)NC(Cc1ccc(F)cc1)C(=O)N1CCN(C(=O)NCc2ccccc2)CC1 (stereo not drawn)	89
CC(C)OCCCNc1ncc2c(n1)CC(c1ccc(N(C)C)cc1)CC2=O (stereo not drawn)	86
COc1ccc(C(=O)c2sc(NC(C)C)nc2N)cc1OC	85
OC1(c2ccc(F)cc2)CCN(Cc2ccccc2)C1 (stereo not drawn)	90
CCOc1cc(C(=O)NCC2CCCO2)cc(OCC)c1OCC (stereo not drawn)	98
CN(c1ccc(C(=O)NC2CC2)cc1)S(=O)(=O)c1ccccc1	90
COc1ccc2nc3c(cc2c1)c(NC(=O)c1cccs1)nn3CC(C)C	96
c1ccc(-n2ncc3c2ncn2nc(-c4ccco4)nc32)cc1	62
Cc1ccc(C(C(=O)NC2CCCCC2)N2CCCC2)cc1 (stereo not drawn)	91

A portion of the library, so the mix of outcomes need not match the whole.
